GBA enhancer: increases beta-glucosidase activity in Gaucher fibroblasts; P04062; L444P Gaucher fibroblasts, 4-MU-glucoside fluorescence, 3 days; activation, % at 10 µM; 30,000 tested, 0.44% active; AID 784; in the data active = activation above about 65%;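 note: 0% = vehicle wells and 100% = positive control wells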
Target sequence (P04062 whole entry L483P): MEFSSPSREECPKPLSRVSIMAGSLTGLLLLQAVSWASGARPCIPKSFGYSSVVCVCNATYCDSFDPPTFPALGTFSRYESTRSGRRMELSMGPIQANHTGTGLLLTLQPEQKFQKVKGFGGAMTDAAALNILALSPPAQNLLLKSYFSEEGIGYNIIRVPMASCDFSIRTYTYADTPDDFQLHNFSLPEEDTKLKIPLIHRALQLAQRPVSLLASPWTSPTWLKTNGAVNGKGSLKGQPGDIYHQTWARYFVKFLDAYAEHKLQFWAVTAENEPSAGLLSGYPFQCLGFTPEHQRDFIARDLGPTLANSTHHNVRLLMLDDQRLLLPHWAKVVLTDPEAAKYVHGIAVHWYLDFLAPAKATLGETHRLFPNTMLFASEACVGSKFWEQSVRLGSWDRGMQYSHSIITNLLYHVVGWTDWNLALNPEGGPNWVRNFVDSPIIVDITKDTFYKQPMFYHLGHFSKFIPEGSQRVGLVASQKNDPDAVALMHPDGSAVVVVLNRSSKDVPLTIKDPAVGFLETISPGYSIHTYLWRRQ
Numbers without * were called inactive. Only part of the results is shown; rates above refer to the full screens.

Start of the listing, in advance:
SMILES	GBA enhancer
Nc1nonc1-c1nc2ccccc2n1CC(=O)N1CCN(c2ccc(F)cc2)CC1	-4.0
COC(=O)c1[nH]c2cccc(OC)c2c1NC(=O)CN1CCN(c2cccc(OC)c2)C(C)C1 (stereo not given)	-2.3
CCOC(=O)c1cnn(-c2ncnc3sc(CC)cc23)c1N	-5.5

This part in full (from the top)
SMILES	GBA enhancer
Nc1nonc1-c1nc2ccccc2n1CC(=O)N1CCN(c2ccc(F)cc2)CC1	-4.0
COC(=O)c1[nH]c2cccc(OC)c2c1NC(=O)CN1CCN(c2cccc(OC)c2)C(C)C1 (stereo not given)	-2.3
CCOC(=O)c1cnn(-c2ncnc3sc(CC)cc23)c1N	-5.5
CCOC(=O)CSc1nnc(CNC(=O)Cc2ccccc2)n1C	-37.1
C=CCn1c(SCC(=O)OCc2ccccc2)nc2c1c(=O)n(C)c(=O)n2C	1.0
C/C(=C1/SC(=S)N(CCC(=O)O)C1=O)c1ccc(O)cc1	-14.0
CC(C)c1nc(SCC(=O)N2CCN(c3ccccc3)CC2)c2c(=O)n(C)c(=O)n(C)c2n1	-1.3
CCC(=O)N(Cc1cc(=O)[nH]c2ccccc12)c1cccc(C)c1	3.1
CCCSc1nc2c(cnn2-c2ccc(Cl)cc2)c(=O)[nH]1	-39.4
COc1ccc2cc3cc(C(=O)NCc4ccccn4)oc3nc2c1	42.4
CCC(=O)Oc1ccc(-c2nc(-c3cccnc3)no2)cc1	25.5
COc1nc(Nc2ccc(-c3nc4ccccc4o3)cc2)nc(N2CCOCC2)n1	11.7
COc1ccc(C(=O)n2nc(-c3ccccc3)nc2N)cc1OC	70.9*
CCCCNC(=O)OCCNC(=O)Oc1cccc(C)c1	8.5
COc1ccc(S(=O)(=O)Nc2ccc(C)cc2)cc1OC	-8.8
CC1=C(C#N)C2C(/C1=N/O)C2(C)C (stereo not given)	-7.8
CCOc1ccccc1CN1C(=O)NC(C)(c2ccccc2)C1=O (stereo not given)	-51.2
O=C(Cn1nc(C(F)(F)F)c2c1CCC2)NC1CCCCC1	-58.7
O=c1[nH]c(-c2ccc(Cl)cc2)nc2c1cnn2-c1ccccc1	-42.0
CCOc1ccc(S(=O)(=O)Nc2cc(OC)ccc2OC)cc1	-63.4
O=C(NCc1ccccn1)c1ccc(CS(=O)(=O)Cc2ccc(Cl)cc2)o1	8.3
COc1ccccc1C1/C(=C(/O)c2ccccc2)C(=O)C(=O)N1CC(C)O (stereo not given)	-24.0
Cc1ccc(NC(=O)CSC2=C(C#N)C(c3ccco3)C3=C(CC(C)(C)CC3=O)N2)cc1 (stereo not given)	-25.1
CC(C)Cn1c(N)c(C(=O)NCC2CCCO2)c2nc3ccccc3nc21 (stereo not given)	31.6
COc1cccc(CNC(=O)C2CCN(S(=O)(=O)N3CCCC3)CC2)c1	-23.1
Fc1ccc(-n2[nH]nnc2=S)cc1N1CCCC1	-69.2
O/N=C(/Cc1ccccn1)c1ccccc1	-29.4
CCOC(=O)c1ccc(NC(=O)COc2ccc(-n3cnnn3)cc2)cc1	-6.5
Cc1ccc(C2/C(=C(/O)c3ccccc3)C(=O)C(=O)N2CCN2CCOCC2)o1 (stereo not given)	20.1
CCOC(=O)c1cnc(-n2nc(C)cc2C)nc1N1CC(C)OC(C)C1 (stereo not given)	1.0
Cc1ccc(-c2noc(CN(C(=O)c3cccs3)C(C)C)n2)cc1	-9.3
Cc1cccc(N2CCN(c3cc(C)nc4nnnn34)CC2C)c1 (stereo not given)	-5.2
Cc1c(NC(=O)CC(=O)Nc2c(C)n(C)n(-c3ccccc3)c2=O)c(=O)n(-c2ccccc2)n1C	-15.3
N#CCC(=O)Nc1ccccc1C(=O)O	-56.4
CN1C(=O)CC(C(=O)O)SC1=Nc1cccc(C(F)(F)F)c1 (stereo not given)	-5.6
c1ccc(-c2nc3ccccc3nc2N2CCOCC2)cc1	-2.0
CCn1c(SCC(=O)N2CCCc3ccccc32)nnc1-c1cccs1	-42.5
CN(C)CCCCCNCCCNC(=O)/C=N\O	-12.3
CCOC(=O)c1cc(-c2ccc(C)o2)nn1CCC#N	10.9
CCC1(CC)C(=O)C(C)(C)C(=O)OC1c1ccccn1 (stereo not given)	-29.2
Cc1cc2cc(CN(CC3CCCO3)C(=O)c3cnccn3)c(=O)[nH]c2cc1C (stereo not given)	-18.1
CCOc1cc2c(cc1OCC)C(C(=O)O)C(c1ccc(OC)c(O)c1)N(C)C2=O (stereo not given)	-7.5
CC1(C)Oc2ccc3ccc(=O)oc3c2/C(=C/NCCO)C1=O	6.2
COc1ccc(C2C(C(=O)N3CCC(C)CC3)c3ccccc3C(=O)N2C)cc1 (stereo not given)	1.8
CCCc1cc(=O)[nH]c(SCC(=O)N(Cc2ccccc2)C(C)C)n1	-9.4
CCCc1cc2c(=O)c(-c3ccccn3)c(C)oc2cc1O	-10.2
C=CCn1c(-c2ccco2)n[nH]c1=S	5.8
O=c1cc(N2CCN(c3ccc(F)cc3)CC2)[nH]c(=O)n1C1CCCCC1	-37.2

The closing 4 records of the section above come first, to join the parts:
SMILES	GBA enhancer
CCCc1cc(=O)[nH]c(SCC(=O)N(Cc2ccccc2)C(C)C)n1	-9.4
CCCc1cc2c(=O)c(-c3ccccn3)c(C)oc2cc1O	-10.2
C=CCn1c(-c2ccco2)n[nH]c1=S	5.8
O=c1cc(N2CCN(c3ccc(F)cc3)CC2)[nH]c(=O)n1C1CCCCC1	-37.2
Cn1c(=O)c2nc(-c3ccccc3)oc2c2ccccc21	2.4
CCCOc1nc2c(c(=O)n(C)c(=O)n2C)n1CCC	-15.2
CCCC(=O)Nc1ccc2c(c1)nc1n2CCOC1	-48.8
Cc1nn(-c2ccc(C(=O)O)cc2)c(=O)c2ccccc12	-2.6
O=C(CSc1nnc(C2COc3ccccc3O2)o1)NC1CCCCC1 (stereo not given)	-2.6
COc1ccc(S(=O)(=O)CCC(=O)NC2CCCCC2)cc1	-41.3
O=C(Nc1nc2c(s1)CCCC2=O)c1cnccn1	-26.6
CCOc1ccc(CCNC(=O)CCc2nc(-c3ccc(C)cc3)no2)cc1OCC	-9.9
Cc1ccc(N(CC(=O)N2CCn3c2nc2ccccc23)S(=O)(=O)c2c(C)n[nH]c2C)cc1	0.2
O=C(NCc1ccco1)c1cc(-c2cccs2)on1	-9.3
CN1CCN(CC#CC2(O)CCCCC2)CC1	-14.1
CCOc1ccc(NS(=O)(=O)c2cc(Cl)ccc2OC)cc1	-18.2
O=C(Nc1ccc(CN2CCOCC2)cc1)c1cccs1	9.0
CCC(=O)Nc1nonc1-c1nc2ccccc2n1Cc1ccc(Cl)c(Cl)c1	-71.9
O=C1C=C(c2ccccc2)OC2(CCCC2)O1	22.1
CC(=O)C1C(c2ccc3ncccc3c2)NC(=O)NC1(O)C(F)(F)F (stereo not given)	-12.3
CCOC(=O)C1CCCN(C(=O)c2ccccc2SCCOC)C1 (stereo not given)	-15.1
CCOC(=O)CSc1cn2c(n1)CCC2	-9.6
O=C(CSc1ccccc1)N1CCN(c2ccccc2)CC1	-2.9
CCOC(=O)c1[nH]cc(-c2ccccc2)c1N1CCOCC1	-21.3
Cc1ccc(SC(C)c2nc(-c3ccccc3)no2)cc1 (stereo not given)	-6.6
O=C(c1cc(-c2cccs2)on1)N1CCCCC1	-9.7
COc1cccc(NC(=O)C(C#N)Cc2ccncc2)c1 (stereo not given)	-25.9
CCOc1ccc(NC(=O)N2CCC(NC(=O)c3ccco3)CC2)cc1	9.9
Nc1nnn(Cc2ccccc2)n1	-9.1
O=C(Oc1cccc(-n2cnnn2)c1)C1CCCCC1	-33.5
O=C(CSc1nc2ccccc2o1)Nc1nc2ccccc2s1	-20.6
Cc1ccc(S(=O)(=O)N(C)Cc2cc3ccccc3[nH]c2=O)cc1	-22.2
CCOc1cc(C#N)c(NC(=O)c2ccco2)cc1OCC	-20.1
COC(=O)c1cc(NC(=O)CN2CCC(C(N)=O)(N3CCCCC3)CC2)cc(C(=O)OC)c1	2.7
CCNC(=O)N1C(CC(=O)OCC)C(=O)NC2CCCCC21 (stereo not given)	-59.6
N#Cc1c(NC(=O)CSc2nc(N)cc(=O)[nH]2)sc2c1CCCCCC2	-7.6
CCCN1CCC(NC(=O)Nc2ccc(F)cc2F)CC1	2.5
CCCn1c(=NC(=O)c2ccncc2)c(C(=O)OCC)cc2c(=O)n3cccc(C)c3nc21	-15.9
CS(=O)(=O)N(CC(=O)N1CCCCC1)C1CCCCC1	-9.5
O=C(NCCc1cccc(F)c1)[C@@H]1CSC2c3ccccc3C(=O)N21 (stereo not given in full)	8.3
O=C(NCc1cccs1)c1cnn2cccnc12	-64.6
CCOC(=O)C(CCOc1cccc(CC)c1)C(=O)OCC	-0.5
CS(=O)(=O)N1CCC(C(=O)NCc2ccco2)CC1	-11.6
Cc1ccc(NC(=O)CSc2nnc(-c3ccncc3)n2N)cc1C	-27.6
COc1ccc(C(=O)N2CCC(C(=O)Nc3ccc(OC)c(OC)c3)CC2)cc1	1.3
CN(Cc1ccccc1)C(=O)c1cccc(NC(=O)c2ccco2)c1	-26.1
CC(=O)NCCOc1c(C)cc(S(N)(=O)=O)cc1C	23.6
Cc1ccc(CNc2ccc3c(c2)ncn3C)cc1	2.3
CCOc1ccccc1NC(=O)CCC(=O)Nc1ccc2nc(N3CCN(C)CC3)cc(C)c2c1	13.5
CC(OC(=O)c1nn(C)c(=O)c2ccccc12)C(=O)NCc1ccc2c(c1)OCO2 (stereo not given)	-15.6
CCN1CCN(c2ncc(C(=O)Nc3ccccc3C(=O)OC)c3ccccc23)CC1	39.4
O=C(O)c1cccc(S(=O)(=O)NCC2CCCO2)c1 (stereo not given)	-12.8
CCC(OC(=O)c1nsc(Cl)c1Cl)C(=O)NCc1ccco1 (stereo not given)	-24.2
N=c1n(Cc2ccccc2)c2ccccc2n1CC(O)c1ccco1 (stereo not given)	-4.0
O=C(CSc1ccc2nnc(-c3ccccc3)n2n1)N1CCCCC1	-16.3
COc1ccc(CNC2CCCCC2)cc1	-12.0
CC(C)N(Cc1nc(-c2ccccc2)no1)C(=O)c1ccc(Br)o1	26.2
Cc1ccc(C)c(N(CC(N)=O)S(C)(=O)=O)c1	-1.0
CCCC(=O)c1c(NC(C)C)cc(C)oc1=O	-14.7
COc1ccc(S(=O)(=O)N(Cc2ccc(OC)c(OC)c2)Cc2ccco2)cc1	19.0
CC1(C)CC(=O)c2cnc(NCC3CCCO3)nc2C1 (stereo not given)	6.6
Cc1cc(C)nc(NC(=O)NS(=O)(=O)Nc2ccc(Br)cn2)n1	0.7
CCn1c(COc2ccc(Cl)c(C)c2)nnc1SCC(=O)N1CCCC1	-8.5
O=C(NCCc1ccccc1)C1CCN(S(=O)(=O)c2ccc(-n3cnnn3)cc2)CC1	-36.9
(continued)
SMILES	GBA enhancer
CCOC(=O)c1cccc(NC(=O)C(NS(=O)(=O)c2ccc3c(c2)CCN3C(C)=O)C(C)C)c1 (stereo not given)	-6.8
Cn1nc(C(=O)NCc2ccccc2)c2ccccc2c1=O	-27.0
CC(C)CC1(C)NC(=O)N(CCN2C(=O)c3ccccc3C2=O)C1=O (stereo not given)	-11.5
COc1cccc(CNC(=O)C2CCN(S(=O)(=O)N3CCCCC3)CC2)c1	-8.2
O=C(CSc1nnc(CNC(=O)c2ccccc2F)o1)Nc1ccc2c(c1)OCCO2	-37.2
CCCc1cc(N2CCCC(C(=O)NCC)C2)n2ncnc2n1 (stereo not given)	-6.9
Cc1ccc2cc(C(c3nnnn3CC3CCCO3)N3CCCC4(CCCCC4)C3)c(=O)[nH]c2c1 (stereo not given)	-2.1
CCc1nc(CNC(=O)c2cc(OC)c(OC)c(OC)c2)no1	-29.0
O=C(NC(C(=O)c1ccccc1)N1CCOCC1)c1cccs1 (stereo not given)	-9.2
O=C(NCc1ccco1)c1cc(-c2ccc(F)cc2)on1	1.4
CC(C)OCCCNC(=O)C1CC(=O)N(C2CCCCCCC2)C1 (stereo not given)	27.1
COc1ccccc1NC(=O)Nc1ccnn1Cc1cccs1	42.9
CCc1ccc2[nH]c(=O)c(CN(CCN3CCOCC3)C(=O)Nc3ccccc3F)cc2c1	0.2
CCn1c(=O)c(-[n+]2ccccc2)c(O)c2ccccc21	4.7
CCc1nc(Nc2ccncc2)c2oc3ccccc3c2n1	7.8
O=C(O)c1ccc(OC(F)(F)C(F)C(F)(F)F)cc1 (stereo not given)	-5.2
N#Cc1c2c(c(N3CCN(c4ccccn4)CC3)n3c1nc1ccccc13)CCC2	-8.7
CC(=O)OCN(C#N)c1nc(N(C)C)nc(N(C)C)n1	-9.5
CCNC(=O)NC(=O)COC(=O)CCCSc1nc2ccccc2[nH]1	-11.0
CCN(CC)CCNC(=O)CS(=O)Cc1nc(-c2ccc(Cl)cc2)oc1C (stereo not given)	-31.8
Cc1nc2cc(C(=O)O)ccc2n1-c1ccc(F)cc1F	-4.3
CCn1c(C)c(CCC(=O)O)c(=O)n2nc(-c3ccccc3OC)cc12	7.7
CCOC(=O)COc1ccc(-c2nnc(-c3ccccc3)o2)cc1	78.1*
CN(CCOc1ccc(Cl)cc1)c1ccc(S(=O)(=O)N2CCCCC2)cn1	-7.4

Copied from the listing, 3 compounds:
SMILES	GBA enhancer
Cc1nc2cc(C(=O)O)ccc2n1-c1ccc(F)cc1F	-4.3
CCn1c(C)c(CCC(=O)O)c(=O)n2nc(-c3ccccc3OC)cc12	7.7
CCOC(=O)COc1ccc(-c2nnc(-c3ccccc3)o2)cc1	78.1*

(further entries)
SMILES	GBA enhancer
Cc1cccc(-n2c(CCN3C(=O)c4ccccc4C3=O)nc3ccccc3c2=O)n1	4.5
CCC(=O)Nc1cccc(NC(=O)c2ccc3c(c2)OCO3)c1	-0.4
CCOC(=O)/C=c1\s/c(=C\c2ccccc2OC)c(=O)n1CC(=O)N1CCOCC1	2.7
O=C(NCCN=C1NS(=O)(=O)c2ccccc21)c1ccc(S(=O)(=O)N2CCOCC2)cc1	2.8
Cc1cc(C)n(-c2ccc(C(=O)NC3=NCCS3)cc2)n1	17.3
CCCCOc1ccc(Cl)cc1CSc1nnc(CC)n1N	1.0
O=C(CSc1nnc(COc2ccccc2)o1)NCCc1ccccc1	4.3
CCOC(=O)c1[nH]nc2c1C(=O)N(CC)C2=O	-6.8
CSc1cccc(NC(=O)C2CCCN(S(=O)(=O)c3ccc(F)cc3)C2)c1 (stereo not given)	-20.5

By substructure, the compounds so far containing bromine
SMILES	GBA enhancer
CC(C)N(Cc1nc(-c2ccccc2)no1)C(=O)c1ccc(Br)o1	26.2
Cc1cc(C)nc(NC(=O)NS(=O)(=O)Nc2ccc(Br)cn2)n1	0.7
